# Bioassay records deposited in PubChem BioAssay by Broad Institute.
# NSD2 inh: inhibitors of human NSD2, primary screen, biochemical, plate reader, single point; Histone-lysine N-methyltransferase NSD2 (Homo sapiens), O96028; inhibition, % at 12.5 µM; NSD2-SET H3K36me1 DELFIA fluorescence; 0.07% of 44,000 active; in the data active = inhibition above about 54%, passing the limit was not always enough; inconclusive = no clear call, values can overlap the other calls;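 also: inhibitors reduce the monomethyl H3K36 fluorescence signal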
# Target sequence (O96028 whole entry, looked up): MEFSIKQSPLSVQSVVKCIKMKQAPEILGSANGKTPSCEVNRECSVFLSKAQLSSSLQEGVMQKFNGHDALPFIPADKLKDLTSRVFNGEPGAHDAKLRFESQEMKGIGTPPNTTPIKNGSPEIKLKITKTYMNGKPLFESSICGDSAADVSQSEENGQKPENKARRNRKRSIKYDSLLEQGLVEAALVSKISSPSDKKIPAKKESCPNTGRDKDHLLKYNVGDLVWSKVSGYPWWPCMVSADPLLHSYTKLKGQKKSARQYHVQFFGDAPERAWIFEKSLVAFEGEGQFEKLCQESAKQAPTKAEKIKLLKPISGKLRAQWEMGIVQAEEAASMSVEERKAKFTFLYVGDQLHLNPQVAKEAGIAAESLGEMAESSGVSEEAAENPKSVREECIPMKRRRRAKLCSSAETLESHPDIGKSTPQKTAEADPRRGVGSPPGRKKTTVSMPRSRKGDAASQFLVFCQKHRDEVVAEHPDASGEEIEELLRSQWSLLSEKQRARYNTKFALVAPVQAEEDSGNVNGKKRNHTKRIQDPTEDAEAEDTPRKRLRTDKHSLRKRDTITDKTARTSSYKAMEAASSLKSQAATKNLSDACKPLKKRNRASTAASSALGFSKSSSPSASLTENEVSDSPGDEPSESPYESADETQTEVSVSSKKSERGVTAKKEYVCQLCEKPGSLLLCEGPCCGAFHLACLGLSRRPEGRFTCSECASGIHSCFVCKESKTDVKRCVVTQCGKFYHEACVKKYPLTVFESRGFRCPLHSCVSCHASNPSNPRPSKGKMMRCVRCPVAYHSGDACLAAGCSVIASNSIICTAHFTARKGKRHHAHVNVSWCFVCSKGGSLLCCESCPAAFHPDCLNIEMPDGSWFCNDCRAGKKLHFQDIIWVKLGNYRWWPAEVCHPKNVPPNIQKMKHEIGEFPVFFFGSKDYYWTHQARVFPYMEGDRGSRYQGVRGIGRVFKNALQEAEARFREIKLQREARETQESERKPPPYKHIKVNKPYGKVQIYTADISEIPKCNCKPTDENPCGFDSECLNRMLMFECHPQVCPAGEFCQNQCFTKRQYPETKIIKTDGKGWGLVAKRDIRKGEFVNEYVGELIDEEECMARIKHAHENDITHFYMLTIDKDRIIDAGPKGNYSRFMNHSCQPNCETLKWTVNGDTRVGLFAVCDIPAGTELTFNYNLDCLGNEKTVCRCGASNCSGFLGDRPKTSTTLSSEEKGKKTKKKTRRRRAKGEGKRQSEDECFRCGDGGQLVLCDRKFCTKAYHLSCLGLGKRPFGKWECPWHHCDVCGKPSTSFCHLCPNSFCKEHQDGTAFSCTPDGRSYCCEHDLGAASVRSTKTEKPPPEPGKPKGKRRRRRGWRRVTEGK
# Starred values were filed as active, the others as inactive; ? = inconclusive. This is a subset, so the mix of outcomes need not match the whole.
SMILES,NSD2 inh
COc1cccc(S(=O)(=O)N(C)C[C@@H]2Oc3ncc(C#Cc4ccccc4)cc3C(=O)N([C@H](C)CO)C[C@@H]2C)c1,2
CC(C)NC(=O)N(C)C[C@@H]1Oc2ccc(NC(=O)Nc3ccc(C(F)(F)F)cc3)cc2CC(=O)N([C@H](C)CO)C[C@@H]1C,-8
C[C@@H]1CN([C@H](C)CO)C(=O)c2cc(C#C[C@@H](C)O)cnc2O[C@@H]1CN(C)Cc1ccccn1,3
C[C@H]1O[C@@H](O[C@H]2C[C@H]3C(=O)C[C@]4(C)C(=CCC5[C@@]6(C)CC[C@H](O[C@@H]7OC[C@@H](O)[C@H](O)[C@H]7O)[C@@](C)(C=O)C6CC[C@]54C)[C@@H]3CC2(C)C)[C@H](O)[C@@H](O)[C@@H]1O[C@@H]1O[C@H](C(=O)O)[C@@H](O)[C@H](O)[C@H]1O (stereo partly specified),0
Cc1noc(C)c1NC(=O)Nc1ccc2c(c1)CC(=O)N([C@@H](C)CO)C[C@H](C)[C@@H](CN(C)CC1CC1)O2,8
C[C@H](CO)N1C[C@H](C)[C@H](CN(C)C(=O)Cc2ccccn2)Oc2ncc(-c3cncnc3)cc2C1=O,-8
C[C@@H]1CCCCO[C@H](CN(C)Cc2ccc3c(c2)OCO3)[C@H](C)CN([C@@H](C)CO)C(=O)c2cc(NS(=O)(=O)c3ccccc3)ccc2O1,-2
COc1ccc(Cl)cc1C(=O)NCCc1ccc(S(=O)(=O)NC(=O)NC2CCCCC2)cc1,-1
CNC[C@H]1Oc2ncc(C#CCC(C)C)cc2C(=O)N([C@H](C)CO)C[C@H]1C,-5
CNC[C@@H]1Oc2ccc(NC(=O)Cc3ccccc3)cc2CC(=O)N([C@@H](C)CO)C[C@@H]1C,5

# 5 entries from above, bar-delimited:
SMILES | NSD2 inh
C[C@@H]1CN([C@H](C)CO)C(=O)c2cc(C#C[C@@H](C)O)cnc2O[C@@H]1CN(C)Cc1ccccn1 | 3
C[C@H]1O[C@@H](O[C@H]2C[C@H]3C(=O)C[C@]4(C)C(=CCC5[C@@]6(C)CC[C@H](O[C@@H]7OC[C@@H](O)[C@H](O)[C@H]7O)[C@@](C)(C=O)C6CC[C@]54C)[C@@H]3CC2(C)C)[C@H](O)[C@@H](O)[C@@H]1O[C@@H]1O[C@H](C(=O)O)[C@@H](O)[C@H](O)[C@H]1O (stereo partly specified) | 0
Cc1noc(C)c1NC(=O)Nc1ccc2c(c1)CC(=O)N([C@@H](C)CO)C[C@H](C)[C@@H](CN(C)CC1CC1)O2 | 8
C[C@H](CO)N1C[C@H](C)[C@H](CN(C)C(=O)Cc2ccccn2)Oc2ncc(-c3cncnc3)cc2C1=O | -8
C[C@@H]1CCCCO[C@H](CN(C)Cc2ccc3c(c2)OCO3)[C@H](C)CN([C@@H](C)CO)C(=O)c2cc(NS(=O)(=O)c3ccccc3)ccc2O1 | -2

# Next part.
SMILES,NSD2 inh
C[C@H](CO)N1C[C@H](C)[C@H](CN(C)C(=O)Nc2cccc3ccccc23)Oc2ccc(NC(=O)NC3CCCCC3)cc2CC1=O,-3
Cc1noc(C)c1NC(=O)N(C)C[C@H]1Oc2ccc(NC(=O)CCCCCC(=O)Nc3ccccc3N)cc2CC(=O)N([C@H](C)CO)C[C@H]1C,3
COCCOC(=O)N1C(=O)[C@@]2(c3cc(C#Cc4ccc(OC)cc4)ccc31)[C@H](C(=O)N1CCCCCCC1)[C@H]1C(=O)O[C@H](c3ccccc3)[C@H](c3ccccc3)N1[C@@H]2c1ccc(O)cc1,4
CC(C)[C@H]1c2ccc(F)cc2CC[C@@]1(CCN(C)CCCc1nc2ccccc2[nH]1)OC(=O)C1CC1,35
CC(C)C#Cc1cnc2c(c1)C(=O)N([C@@H](C)CO)C[C@@H](C)[C@@H](CN(C)C(=O)c1ccccc1F)O2,-8
Cc1noc(C)c1NC(=O)Nc1cccc2c1O[C@@H](CN(C)Cc1ccccc1)[C@H](C)CN([C@H](C)CO)C2=O,7
CC(C)C#Cc1cnc2c(c1)C(=O)N([C@H](C)CO)C[C@H](C)[C@@H](CN(C)C(=O)Nc1ccccc1)O2,-2
CCO[C@@H]1OC(C(=O)Nc2ccccc2)=C[C@H](c2csc3ccccc23)[C@H]1CCCO,-4
C[C@@H]1CCCCO[C@H](CN(C)C(=O)Nc2ccc(F)cc2)[C@H](C)CN([C@H](C)CO)C(=O)c2cc(N(C)C)ccc2O1,-1
O=C(C[C@H]1C[C@H]2c3cc(NC(=O)NC4CCCC4)ccc3O[C@H]2[C@H](CO)O1)NCc1ccc2c(c1)OCO2,3
C[C@H]1CCCCO[C@H](CN(C)S(=O)(=O)c2ccc(F)cc2)[C@@H](C)CN([C@@H](C)CO)C(=O)c2cc(NC(=O)Nc3cccc4ccccc34)ccc2O1,-1
COc1ccc(S(=O)(=O)Nc2ccc3c(c2)CC(=O)N([C@H](C)CO)C[C@@H](C)[C@H](CN(C)Cc2ccc4c(c2)OCO4)O3)cc1,9
O=C(CC1CC1)Nc1ccc2c(c1)[C@H]1C[C@@H](CC(=O)NC3CCCC3)O[C@H](CO)[C@H]1O2,1
Cc1ccccc1-c1cnc2c(c1)C(=O)N([C@@H](C)CO)C[C@@H](C)[C@@H](CN(C)CC1CCOCC1)O2,-1
CC(=O)N(C)C[C@H]1Oc2cc(C#C[C@H](C)O)ccc2S(=O)(=O)N([C@@H](C)CO)C[C@H]1C,4
Cc1noc(C)c1NC(=O)N(C)C[C@@H]1OCCCC[C@@H](C)Oc2ccc(NS(=O)(=O)c3cccs3)cc2C(=O)N([C@@H](C)CO)C[C@H]1C,-3
C[C@H](CO)N1C[C@H](C)[C@H](CN(C)Cc2ccncc2)Oc2cc(-c3cncnc3)ccc2S1(=O)=O,-5
C[C@@H]1CCCCO[C@@H](CN(C)C(=O)c2ccccc2)[C@H](C)CN([C@@H](C)CO)C(=O)c2cc(NC(=O)c3ccccc3)ccc2O1,5
CC(C)NC(=O)Nc1cccc2c1O[C@H](CN(C)S(=O)(=O)c1cccs1)[C@H](C)CN([C@H](C)CO)C2=O,3
C[C@H]1CN([C@@H](C)CO)C(=O)c2cc(NC(=O)c3ccncc3)ccc2O[C@@H]1CN(C)C,4
C[C@@H]1CN([C@H](C)CO)C(=O)c2cc(NC(=O)Nc3cccc4ccccc34)ccc2O[C@@H](C)CCCCO[C@@H]1CN(C)Cc1ccc2c(c1)OCO2,31
C[C@@H]1CCCCO[C@H](CN(C)CC2CCCCC2)[C@@H](C)CN([C@H](C)CO)C(=O)c2cc(NS(=O)(=O)c3ccccc3)ccc2O1,0
NC(N)=NC(N)=NCCc1ccccc1,9
CC(C)NC(=O)Nc1ccc2c(c1)C(=O)N([C@@H](C)CO)C[C@H](C)[C@@H](CN(C)Cc1ccc(C(F)(F)F)cc1)O2,-1
Cc1ncn2cc(-c3ccc(Cl)cc3Cl)[nH]c(=O)c12,2
CNC[C@@H]1Oc2ccc(NS(=O)(=O)c3ccccc3)cc2CC(=O)N([C@@H](C)CO)C[C@@H]1C,2
C[C@H]1CN([C@@H](C)CO)C(=O)c2cc(NC(=O)Nc3ccc(C(F)(F)F)cc3)ccc2O[C@@H]1CN(C)S(=O)(=O)c1cccs1,-7
Cc1noc(C)c1NC(=O)Nc1ccc2c(c1)CC(=O)N([C@@H](C)CO)C[C@H](C)[C@H](CN(C)S(=O)(=O)c1ccc(F)cc1)O2,0
C[C@@H]1CCCCO[C@H](CN(C)S(C)(=O)=O)[C@@H](C)CN([C@H](C)CO)C(=O)c2cc(NC(=O)NC3CCCCC3)ccc2O1,3
C[C@@H]1CN([C@H](C)CO)C(=O)c2cc(NS(=O)(=O)c3ccc(F)cc3)ccc2O[C@@H]1CN(C)C(=O)Nc1cccc2ccccc12,9
C=CCN1C(=O)[C@]2(O[C@H](CCn3cc(CCO)nn3)[C@@H]([Si](C)(C)c3ccc(OC)cc3)[C@@H]2C)c2ccccc21,-5
COc1ccc(S(=O)(=O)N(C)C[C@@H]2OCCCC[C@@H](C)Oc3ccc(NC(=O)C4CCCCC4)cc3C(=O)N([C@@H](C)CO)C[C@H]2C)cc1,20
Cc1ccc(S(=O)(=O)N(C)C[C@@H]2Oc3ccc(NC(=O)CCCN(C)C)cc3CC(=O)N([C@H](C)CO)C[C@@H]2C)cc1,?
C[C@H](CO)N1C[C@H](C)[C@H](CN(C)Cc2ccc(C(F)(F)F)cc2)Oc2ccc(NC(=O)Cn3cnnn3)cc2CC1=O,-1
C[C@H]1CN([C@@H](C)CO)C(=O)c2cc(NC(=O)CCCCCC(=O)Nc3ccccc3N)ccc2O[C@@H]1CN(C)C(=O)Nc1ccccc1,-2
O=C(Nc1ccc2c(c1)[C@@H]1C[C@H](CC(=O)N3CCc4ccccc4C3)O[C@@H](CO)[C@@H]1O2)C1CCOCC1,6
Cc1ccc(-c2ccc3c(c2)O[C@H](CN(C)C)[C@@H](C)CN([C@H](C)CO)S3(=O)=O)cc1,2
C[C@@H]1CN([C@@H](C)CO)C(=O)c2cc(Br)cnc2O[C@@H]1CN(C)Cc1ccccn1,-2
COc1ccc(S(=O)(=O)N(C)C[C@@H]2Oc3c(NC(=O)CCCCCC(=O)Nc4ccccc4N)cccc3C(=O)N([C@@H](C)CO)C[C@H]2C)cc1,-7
C[C@H](CO)N1C[C@H](C)[C@@H](CN(C)C(=O)c2ccccc2)Oc2ncc(Br)cc2C1=O,2
CC(=O)N(C)C[C@@H]1Oc2ncc(-c3ccc(C#N)cc3)cc2C(=O)N([C@@H](C)CO)C[C@@H]1C,-4
C[C@@H]1CN([C@@H](C)CO)C(=O)c2cc(NS(C)(=O)=O)ccc2O[C@@H]1CN(C)S(=O)(=O)c1cccs1,1
Clc1cc(Cl)c2nc(Oc3cccc(N4CCOCC4)c3)sc2c1,10
Cc1nnsc1C(=O)Oc1ccc(-c2n[nH]nc2C#N)cc1,3
C[C@H](CO)N1C[C@H](C)[C@@H](CN(C)C(=O)C2CCCCC2)Oc2cc(-c3cncnc3)ccc2S1(=O)=O,0
COc1ccc(S(=O)(=O)Nc2ccc3c(c2)C(=O)N([C@H](C)CO)C[C@H](C)[C@H](CN(C)C(=O)Cc2ccccc2)OCCCC[C@@H](C)O3)cc1,-11
C[C@@H]1CN([C@@H](C)CO)C(=O)c2cccc(N(C)C)c2O[C@H]1CN(C)S(=O)(=O)c1ccc(F)cc1,-1
C[C@H]1CN([C@@H](C)CO)C(=O)Cc2cc(NS(C)(=O)=O)ccc2O[C@H]1CN(C)C(=O)Nc1ccc(F)cc1,10
CC(C)NC(=O)Nc1ccc2c(c1)C(=O)N([C@@H](C)CO)C[C@@H](C)[C@H](CN(C)S(=O)(=O)c1ccccc1)O2,-2
C/C(=C\C=C\[C@@H](C)[C@H]1CC[C@@]2(C)[C@@H]3CCC4C(C)(C)[C@@H](O[C@@H]5O[C@H](CO)[C@@H](O[C@@H]6O[C@@H](C)[C@H](O)[C@@H](O)[C@H]6O)[C@H](O)[C@H]5O[C@@H]5O[C@H](CO[C@@H]6O[C@H](CO)[C@@H](O)[C@H](O)[C@H]6O)[C@@H](O)[C@H](O)[C@H]5O[C@@H]5O[C@@H](C)[C@H](O)[C@@H](O)[C@H]5O)CC[C@@]45C[C@@]35CC[C@]12C)C(=O)N[C@@H]1C(=O)O[C@H](C)[C@@H]1C (stereo partly specified),4
# The list goes on:
SMILES,NSD2 inh
C[C@@H]1CN([C@@H](C)CO)C(=O)c2cc(C3=CCCC3)cnc2O[C@@H]1CN(C)C(=O)C1CCCCC1,-3
COc1ccc(S(=O)(=O)N(C)C[C@H]2Oc3ccc(NC(=O)CCC(F)(F)F)cc3CC(=O)N([C@H](C)CO)C[C@@H]2C)cc1,2
C[C@H]1CN([C@@H](C)CO)C(=O)Cc2cc(NC(=O)Cn3cnnn3)ccc2O[C@H]1CN(C)S(=O)(=O)c1cn(C)cn1,5
C[C@H]1CN([C@@H](C)CO)C(=O)c2cc(-c3ccccc3F)cnc2O[C@@H]1CN(C)C(=O)NC1CCCC1,1
C[C@@H]1CN([C@H](C)CO)C(=O)c2cc(-c3ccc(F)cc3)cnc2O[C@H]1CN(C)Cc1ccccn1,2
C[C@@H]1CN([C@H](C)CO)C(=O)c2cccc(NC(=O)CCCCCC(=O)Nc3ccccc3N)c2O[C@@H]1CN(C)S(C)(=O)=O,9
O=C(Nc1ccccc1)Nc1ccc2c(c1)[C@@H]1C[C@H](CC(=O)N3CCCCC3)O[C@H](CO)[C@@H]1O2,2
C[C@@H]1CN([C@@H](C)CO)C(=O)c2cc(Br)cnc2O[C@H]1CN(C)C(=O)Nc1ccccc1,3
C[C@H]1CN([C@@H](C)CO)C(=O)c2cccc(NC(=O)c3ccncc3)c2O[C@@H]1CN(C)S(=O)(=O)c1cn(C)cn1,-2
COCC(=O)N(C)C[C@H]1Oc2ncc(C#C[C@@H](C)O)cc2C(=O)N([C@H](C)CO)C[C@@H]1C,1
C[C@H](CO)N1C[C@H](C)[C@H](CN(C)Cc2ccc(C(F)(F)F)cc2)Oc2c(NS(=O)(=O)c3cn(C)cn3)cccc2C1=O,1
Cc1ccc(S(=O)(=O)Nc2ccc3c(c2)CC(=O)N([C@H](C)CO)C[C@@H](C)[C@H](CN(C)Cc2ccc(Oc4ccccc4)cc2)O3)cc1,2
Cc1noc(C)c1S(=O)(=O)Nc1ccc2c(c1)C(=O)N([C@@H](C)CO)C[C@@H](C)[C@H](CN(C)C(=O)Nc1ccc(C(F)(F)F)cc1)OCCCC[C@H](C)O2,-11
Cc1noc(C)c1S(=O)(=O)N(C)C[C@H]1Oc2ccc(NC(=O)C3CCCCC3)cc2CC(=O)N([C@H](C)CO)C[C@@H]1C,1
Cc1ccc(S(=O)(=O)N(C)C[C@@H]2Oc3ncc(C#Cc4ccccc4)cc3C(=O)N([C@H](C)CO)C[C@@H]2C)cc1,0
CC(=O)N(C)C[C@@H]1Oc2cc(C#Cc3ccccn3)ccc2S(=O)(=O)N([C@H](C)CO)C[C@H]1C,-41
Cc1cc(O)c2c(c1)C(=O)OC2c1c(O)cccc1O (stereo unspecified),7
COc1ccc(S(=O)(=O)Nc2ccc3c(c2)C(=O)N([C@@H](C)CO)C[C@H](C)[C@H](CN(C)Cc2ccncc2)O3)cc1,0
